# Source: PubChem BioAssay
# aSyn yeast rescue = inhibitors of alpha-synuclein toxicity in yeast; S. cerevisiae alpha-synuclein toxicity rescue, BacTiter-Glo growth, 24 h; Potency, µM (top dose mostly 46.1 µM), for inactives: at the highest dose growth rescue (activation), usual class: activators; hit rate 0.02% among 94,000; active = well fitted activation curve with a large enough effect; inconclusive = small, poorly fitted or top-dose-only effect; also: 0% is about no effect
#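 Growth restoration measured by BacTiter-Glo luminescence after 24 hr at 30 deg C; alpha-synuclein yeast, raffinose-pregrown to mid-log, were added at OD600=0.02 in galactose medium onto pinned compounds.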
# * hit, by the source's call; ? = inconclusive; & = joins results of further samples; [ ] = another dose, or the depositor's remark. Potency is read from the fitted curve at half-maximal effect.
Structure,aSyn yeast rescue
COc1cc2ncc(C(=O)c3ccc(C)cc3)c(N3CCCCC3)c2cc1OC,-5.2%
O=C(C1CCCCC1)N1C[C@@H](n2cc(C3CC3)nn2)[C@H](O)C[C@@H]1c1ccc(Cl)cc1,3.7%
COc1cc(NC(=O)c2noc3c2CCc2ccccc2-3)cc(OC)c1OC,-21.8%
Cc1ccc(C)c(OCC(=O)OCc2csc(CC(=O)Nc3ccccc3C)n2)c1,8.9%
Cc1ccc2c(c1)N(C(=O)CCC(=O)N1CCN(c3ccccn3)CC1)CCO2,1.6%
Cc1c(C(C)C)c(=O)n(-c2ccc(S(=O)(=O)NC3CC3)cc2)n1C,-12.7%
Nc1ccc(C(=O)OCC(=O)NC2CC2)cc1[N+](=O)[O-],-4.0%
Cc1ccc(NC(=O)Cn2c(=O)n(CC(=O)NCCc3ccccc3)c(=O)c3ccccc32)cc1,-13.1%
CCN(CC)C(=O)C1=C(C)N(CCCN2CCCC2=O)C(=O)C(CC(=O)NC2CCCCC2)C1 (stereo not given),0.7%
CCOC(=O)c1c(NC(=O)Cn2ccsc2=N)sc(C)c1C,0.0%
CCC1CCc2nc3sc(C(=O)Nc4ccc(F)c(Cl)c4)c(N)c3cc2C1 (stereo not given),-11.7%
O=C(c1ccc([N+](=O)[O-])s1)N1CCCc2ccccc21,8.2%
Cc1ccc(OCC(=O)Nc2nnc(SCc3cc(=O)n4cccc(C)c4n3)s2)cc1,0.9%
O=C(Nc1nc2ccccc2[nH]1)C1CCN(C(=O)c2ccc(F)cc2)CC1,8.4%
COc1cc2c(cc1OC)CN(C(=S)NC(=O)c1ccccc1)CC2,-6.0%
Cc1ccc(NS(=O)(=O)c2cccc(C(=O)N3CCCC(C)C3)c2)cc1 (stereo not given),13.6%
Nc1n[nH]c(CO)n1,13.4%
O=C(NC1(C(F)(F)F)C(=O)Nc2c1c(=O)[nH]c(=O)n2-c1ccc(Cl)cc1)c1ccccc1F (stereo not given),-1.3%
CCn1cc(/C=C(\NC(=O)c2ccccc2F)C(=O)N2CCN(C)CC2)c2ccccc21,2.3%
COc1ccccc1CCNS(=O)(=O)c1c(C)n(C)c(=O)n(C)c1=O,-2.9%
COc1ccc(CNC(=O)CCc2c(C)nc3cc(-c4ccccc4OC)nn3c2C)cc1,8.6%
Cc1cnc2c(c1SCC(=O)N(C)c1ccccc1)c(=O)n(C)c(=O)n2C,-4.4%
COc1ccc(C(C#N)CC(=O)c2ccc3c(c2)OCO3)cc1OC (stereo not given),2.6%
O=C(Nc1ccc(O)c(C(=O)O)c1)Oc1ccccc1,-10.2%
CCc1ccc([C@@H]2C[C@H]3[C@@H](CN2S(=O)(=O)c2ccc(C)cc2)C(=O)C[C@@H](c2ccccc2F)N3S(=O)(=O)c2ccc(C)cc2)cc1,3.0%
Cc1ccc(S(=O)(=O)c2cnc(SCC(=O)Nc3cccc(Cl)c3)nc2N)cc1C,3.0%
Cc1ccc(N=Cc2c(O)cc(C)oc2=O)c(C)c1,10.6%
Cc1ccc(CC(=O)NNC(=O)c2ccncc2)cc1C,-2.4%
COc1cc(Cl)ccc1NC(=S)N(CCCN1CCOCC1)Cc1cn(C)c2ccccc12,4.4%
CC(=O)Nc1ccc(NC(=O)c2ccc3c(c2)CCN3S(=O)(=O)c2ccc(C)cc2)cc1,-4.6%
COc1ccc(C(=O)C2CCCN(C(=O)c3cnsn3)C2)c(C)c1 (stereo not given),-2.3%
CCOC(=O)C1=C(N)N2C(=O)C(C)SC2=C(C(=O)OC)C1c1cccc(OC)c1 (stereo not given),3.4%
CCOc1ccc(Br)cc1CNCCSc1nnnn1-c1ccccc1,-10.0%
CC(C)N(Cc1ccccc1)C(=O)CCS(=O)(=O)c1ccc2c(c1)oc(=O)n2C,-20.1%
CC(C)Oc1ccc(C(=O)Nc2nc3ccccc3[nH]2)cc1,13.4%
CCOc1ccccc1NC(=O)CN1C(=O)COc2ccc(S(=O)(=O)Nc3ccccc3)cc21,-0.3%

# Four entries from above, field by field:
Cc1ccc(CC(=O)NNC(=O)c2ccncc2)cc1C
  aSyn yeast rescue: -2.4%
CC(C)Oc1ccc(C(=O)Nc2nc3ccccc3[nH]2)cc1
  aSyn yeast rescue: 13.4%
CCOC(=O)C1=C(N)N2C(=O)C(C)SC2=C(C(=O)OC)C1c1cccc(OC)c1 (stereo not given)
  aSyn yeast rescue: 3.4%
CCOc1ccc(Br)cc1CNCCSc1nnnn1-c1ccccc1
  aSyn yeast rescue: -10.0%

# (cont.)
Structure,aSyn yeast rescue
CCOC(=O)C1(C)C=C(Nc2cccc(C(=O)O)c2)C(=O)N1c1ccccc1 (stereo not given),-6.8%
COc1ccc(CCN(C)C(=O)c2cc(S(=O)(=O)N3CCCCC3)ccc2Cl)cc1OC,0.3%
O=S(=O)(Cc1ccccc1Cl)N1CCCC1,-9.3%
COC(=O)Nc1[nH]ncc1[N+](=O)[O-],-12.1%
CCOc1ccccc1NC(=O)CN1CCCN(Cc2cccc(Cl)c2)S1(=O)=O,0.8%
C[C@@H]1CN([C@@H](C)CO)C(=O)c2cc(/C=C/c3ccccc3)cnc2O[C@@H]1CN(C)S(=O)(=O)c1ccc(F)cc1,5.0%
COc1cccc(NC(=O)CSc2ncc3c(n2)-c2ccc(Cl)cc2N(C)S3(=O)=O)c1,-4.7%
Cc1c(C(=O)NCC(c2ccc(Cl)cc2)N2CCOCC2)oc2ccccc12 (stereo not given),10.0%
O=c1[nH]c(SCc2ccc([N+](=O)[O-])cc2)nc2c1CCCC2,6.6%
Cc1ccc(Cl)cc1N1CCN(C(=O)c2cn(CC(C)C)c(=O)c3c2c2ccccc2n3C)CC1,22.6%
CCc1ccc(-c2csc(-c3cc4cc(Br)ccc4oc3=O)n2)cc1,-6.4%
Cc1ccc(NC(=O)C2=CC(c3cccs3)=NS(=O)(=O)N2C)cc1,5.6%&-2.9%
CSc1cccc(CN2CCN(Cc3ccc(F)c(F)c3)C(CCO)C2)c1 (stereo not given),7.1%
CCOc1ccc(OCc2cccc(C(=O)N3CCOCC3)c2)cc1,14.1%
CCOc1ccc(C(=O)NCc2nc3cccnc3n2Cc2ccc(F)cc2)cc1OCC,-5.2%
O=C(Oc1ccc2ccc(O)cc2c1)C1CCCCC1,-17.1%
CC(C)C#Cc1cnc2c(c1)C(=O)N([C@@H](C)CO)C[C@@H](C)[C@H](CN(C)Cc1cccc(F)c1)O2,-8.3%
Cc1ccc(NC(=O)C2CCC(CNS(=O)(=O)c3cccs3)CC2)cc1C (stereo not given),3.2%
Cn1c(/C(C#N)=C(\O)c2ccc(S(=O)(=O)N3CCCCC3)cc2)nc2ccccc21,-4.8%
CC1CCC(N(C)C(=O)CN2C(=O)NC(c3ccccc3)(c3ccccc3)C2=O)CC1 (stereo not given),12.8%
COc1cc(/C=C/C(=O)OCC(=O)N2CC(=O)Nc3ccccc32)ccc1O,-12.4%
CC(Sc1nnc(CN2CCCC2)n1Cc1ccccc1)C(=O)Nc1ccc(F)cc1Cl (stereo not given),-48.0%[inhibitor]
Cc1cccc(CNS(=O)(=O)c2ccc(-c3cnc(C4CC4)o3)cc2)c1,9.1%
Cc1cnn(Cc2cccnc2)c1N,-5.5%
CCOC(=O)c1oc2nc(CC(C)C)c3c(c2c1N)CCCC3,4.8%
CCOc1ccc(Nc2cc(C)c(C#N)c3nc4ccccc4n23)cc1,3.9%
CCOc1ccccc1NC(=O)COC(=O)COc1c(Cl)cc(Cl)c2ccc(C)nc12,17.0%
COc1ccc(OC)c(NC(=O)N2CCC3(CC2)Oc2ccccc2C(=O)N3Cc2ccccc2F)c1,-1.2%
CCCCOC(=O)/C(=C/C=C/c1ccccc1)NC(=O)c1ccccc1,6.2%
CCOc1ccc2nc(N3CCCC(C(=O)NCCc4ccc(OC)cc4OC)C3)sc2c1 (stereo not given),-6.4%
CC(C)(C(N)=O)c1ccccc1,-2.3%
Cc1ccc([C@H]2N[C@]3(CCCN(Cc4ccc(Cl)cc4)C3=O)[C@H]3C(=O)N(C)C(=O)[C@@H]23)cc1,8.4%
Cc1cc(/C=C\c2nc(O)c([N+](=O)[O-])c(=O)[nH]2)c(C)n1-c1ccccc1,1.9%
COc1ccc(N2CC(NC(=O)c3ccc(S(=O)(=O)N4CCCC4)cc3)CC2=O)cc1 (stereo not given),-4.0%
Cc1cc(C)c(S(=O)(=O)NCC(c2ccco2)N2CCOCC2)c(C)c1 (stereo not given),0.9%
CCc1cccc(C)c1NC(=O)c1cc(S(=O)(=O)N(Cc2ccc(C(=O)OC)cc2)Cc2ccc(OC)c(OC)c2)ccc1F,4.6%
N=c1sccn1CC(=O)N1N=C(c2ccc(Cl)cc2)CC1c1ccco1 (stereo not given),-1.3%
Cc1ccc(S(=O)(=O)N2CCN(c3cnn(C)c(=O)c3Cl)CC2)cc1,-0.5%
CC(C)c1nn2c(=O)cc(COC(=O)COc3ccccc3F)nc2s1,-5.0%
CC(=O)c1ccc(NC(=O)[C@@H]2CCCN2C(=O)OC(C)(C)C)cc1,-30.9%[inhibitor]
COCCNC(=O)c1ccc(-c2nc(CN3CCc4ccccc43)c(C)o2)cc1,17.7%
COc1ccccc1N1CCN(C(=O)c2cnc(N3CCOCC3)c3ccccc23)CC1,7.1%
COc1ccc(NC(=O)C2CCCN(c3cc(C)nc4ncnn34)C2)cc1 (stereo not given),-1.5%
COc1ccccc1C(=O)N(Cc1ccco1)Cc1ccccc1F,5.7%
O=C(N/N=C/c1c[nH]c2ccccc12)c1sc2ccccc2c1Cl,3.1%
CCCc1cc(=O)[nH]c(SCC(=O)Nc2nc(-c3ccccc3)cs2)n1,10.0%
COc1ccc(S(=O)(=O)Nc2cc(C)on2)cc1,3.9%
Oc1c(C=Nc2ccccc2Cl)[nH]c2ccccc12,-24.3%
COc1cc(NC(=O)COC(=O)c2ccccc2F)cc(OC)c1,3.3%
CC1CCN(S(=O)(=O)c2ccc(S(=O)(=O)NCc3cccnc3)cc2)CC1,-4.5%
Cc1cccc(OCCc2c(C)[nH]c(=S)[nH]c2=O)c1,3.5%
CCN(CC(=O)Nc1cccc(OC)c1)C(=O)c1ccncc1,-1.1%
COc1cc(OC)c(OC)cc1/C=C/c1nc2cc3ccccc3cc2c(=O)n1-c1ccc(F)c(Cl)c1,4.8%
Cc1ccc(C)c(N2CCN(C(=O)c3ccc4c(Cl)c5c(nc4c3)CCCC5)CC2)c1,6.0%
CC(=O)c1cc(C(=O)Nc2cccc(C)c2)c2ccccn12,-6.5%
Cc1nn(C(=O)c2ccccc2)c(C)c1S(=O)(=O)N1CCCCCC1,-4.7%
Cc1ccc([N+](=O)[O-])cc1N=C(c1ccc([N+](=O)[O-])cc1)N1CCOCC1,2.4%
CC(C)(C)c1ccc(C(=O)NCC(=O)N2CCNC(=O)C2)cc1,-0.7%
COc1ccc(CNC(=O)COC(=O)c2c(NC(C)=O)sc(C)c2C)cc1OC,-46.2%[inhibitor]
COc1cc(C2CC(=O)Nc3c2c(C)nn3-c2nc(C)cc(C)n2)cc(OC)c1O (stereo not given),?

# New compounds follow
Structure,aSyn yeast rescue
CCOc1ccc(NC(=O)Cn2cc(S(=O)(=O)c3ccc(C)cc3)c(=O)c3cc(F)ccc32)cc1,-2.8%
CCc1ccc(C2C(C#N)=C(N)N(N3CCOCC3)C3=C2C(=O)CC(C)(C)C3)s1 (stereo not given),-3.9%
COc1ccc(CNC(=O)CSc2n[nH]c(-c3ccc(F)cc3)n2)cc1,-3.3%
O=C(NCCSc1c(-c2ccccc2)[nH]c2ccccc12)c1ccc(S(=O)(=O)N2CCOCC2)cc1,3.4%
CCc1ccccc1Nc1nn2c(=O)c3ccc(C(=O)NC4CCC(C)CC4)cc3nc2s1 (stereo not given),2.3%
CCC(C)N(C)C1CCN(C(=S)Nc2ccc(OC)cc2)CC1 (stereo not given),-7.8%
COc1cccc(CNS(=O)(=O)c2ccc3c(c2)CC(C)N3C(=O)C2CCC2)c1 (stereo not given),17.1%
C=CCOC(=O)COc1ccc2c3c(c(=O)oc2c1)CCCC3,12.3%
O=C(CCN1CCCCO1)NC1CCCc2c1cnn2-c1ccc(F)cc1F (stereo not given),-2.6%
O=C(/C=C\c1ccc2c(c1)OCO2)NC1CC(=O)N(c2cccc(F)c2)C1 (stereo not given),8.6%
O=C(NCCSCc1ccccc1Cl)C1CCN(S(=O)(=O)Cc2ccccc2)CC1,2.5%
COc1ccc(-c2noc(-c3ccc(NC4CCCCC4)c([N+](=O)[O-])c3)n2)cc1,-5.9%

# Part of the list above, field by field.
SMILES: COc1ccc(CNC(=O)CSc2n[nH]c(-c3ccc(F)cc3)n2)cc1
  aSyn yeast rescue = -3.3%
SMILES: O=C(NCCSc1c(-c2ccccc2)[nH]c2ccccc12)c1ccc(S(=O)(=O)N2CCOCC2)cc1
  aSyn yeast rescue = 3.4%

# Continued.
Structure,aSyn yeast rescue
Cc1ccc2nc(Cl)c3cc(C(=O)N(C)C4CCCCC4)sc3c2c1,16.1%
CC(C)N(C(=O)Cn1cc(S(=O)(=O)CC(=O)NCCc2ccccc2)c2ccccc21)C(C)C,-5.5%
COc1ccc(-c2noc(CSc3nnc(-c4ccncc4)n3-c3ccc(OC)cc3)n2)cc1,0.3%
COc1cccc(-c2nnc(-c3cc4cc(Cl)ccc4oc3=O)o2)c1,-7.5%
Cc1ccc(N2CCn3c2nc2c3c(=O)n(CCCc3ccccc3)c(=O)n2C)cc1C,-4.4%

# The list is partial (hit frequency here may not be typical).
